High-throughput results (PubChem)
RGS4-Gao reg: modulators of RGS4 binding to Galphao, primary screen, biochemical, multiplexed bead flow cytometry. actives lie on both sides. binding response (% of control), % at 10 µM. AID 1415, 2008. 220,000 tested, 0.33% active. Guanine nucleotide-binding protein G(o) subunit alpha (Homo sapiens), P09471; in the data active = binding response below about 49% or above about 150%; inactive = in between;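 also: fluorescent Galphao activated with aluminum fluoride binding bead-coupled RGS4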
GSH bead fluor: compound fluorescence on glutathione beads, profiling panel, artefact control, biophysical, 488/530 nm, flow cytometry | 190,000 tested, 0.25% active | AID 1776, 2009 | GSH beads flow cytometry, compound fluorescence 488/530 nm; active compounds read high | fluorescence (KMESF) at 10 µM; in the data active = fluorescence above about 89;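 also: glutathione beads carrying GST-tagged Bcl family fusion proteins plus one bare bead set; values are compound well signal with DMSO vehicle wells as background; inactives centre near 16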
RGS7-Gao reg: RGS7-Galphao binding modulators, primary screen, biochemical, multiplexed bead flow cytometry | Guanine nucleotide-binding protein G(o) subunit alpha (Homo sapiens), P09471 | actives lie on both sides | binding response (% of control), % at 10 µM | 220,000 tested, 0.35% active | AID 1439, 2008; in the data active = binding response below about 49% or above about 150%; inconclusive = no clear call, values can overlap the other calls; inactive = in between;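 also: fluorescent Galphao held in activated GDP-AlF4 state binding bead-coupled RGS7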
ABCB1 inh: ABCB1 efflux pump inhibitors, primary screen, cell-based, multiplex, flow cytometry, ABCG2 counter-screen. inhibition, % at 6.6 µM. CCRF-Adr cells, JC-1 efflux. ATP-dependent translocase ABCB1 (Homo sapiens), P08183. 190,000 tested, 0.067% active; in the data active = inhibition above about 40%;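 also: 0% = vehicle and 100% = reference inhibitor; higher value means more JC-1 retained so stronger ABCB1 efflux block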
Avidin fluor: green autofluorescence of compounds with avidin beads – biophysical, 488/530 nm, flow cytometry, artefact control, profiling panel; compound fluorescence 488/530 nm; active compounds read high; fluorescence (KMESF) at 10 µM; 220,000 tested, 0.38% active; in the data active = fluorescence above about 47; also: inactives centre near 10
Bcl-XL Bim block: inhibitors of Bim-Bcl-XL binding, primary screen, biochemical, multiplexed, bead flow cytometry, human Bcl-XL. Bcl-2-like protein 1 (Homo sapiens), Q07817. Bim peptide-Bcl-XL binding, fluorescence. inhibition, % at 10 µM. 190,000 tested, 0.04% active
Target sequence (Q07817 whole entry, looked up): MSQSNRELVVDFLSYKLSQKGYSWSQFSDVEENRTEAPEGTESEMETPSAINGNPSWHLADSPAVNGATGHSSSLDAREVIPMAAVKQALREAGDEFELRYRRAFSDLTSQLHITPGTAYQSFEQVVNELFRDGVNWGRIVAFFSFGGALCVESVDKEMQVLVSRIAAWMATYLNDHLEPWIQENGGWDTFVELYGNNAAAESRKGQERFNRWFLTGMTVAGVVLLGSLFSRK
Bcl-B Bim block: inhibitors of Bim-Bcl-B binding, primary screen, biochemical, multiplexed, human Bcl-2 family | Bcl-2-like protein 10 (Homo sapiens), Q9HD36 | bead-based flow cytometry, Bim peptide-Bcl-B binding | 190,000 tested, 0.073% active | inhibition, % at 10 µM | AID 951, 2007;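 also: 0% = tracer peptide without compound and 100% = reference inhibitor peptide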
Target sequence (Q9HD36 whole entry, looked up): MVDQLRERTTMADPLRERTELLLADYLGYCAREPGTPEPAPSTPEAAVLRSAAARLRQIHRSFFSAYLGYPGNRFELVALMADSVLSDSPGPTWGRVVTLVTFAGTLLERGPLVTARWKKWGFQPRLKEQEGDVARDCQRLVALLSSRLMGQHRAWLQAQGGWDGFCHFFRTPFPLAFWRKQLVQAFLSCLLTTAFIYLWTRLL
Bcl-W Bim block: inhibitors of Bim binding to Bcl-W, primary screen, biochemical, multiplexed, bead-based flow cytometry | inhibition, % at 10 µM | 190,000 tested, 0.02% active | Bim peptide-Bcl-W binding | AID 952, 2007 | Bcl-2-like protein 2 (Homo sapiens), Q92843;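 also: 0% = bound tracer without compound and 100% = peptide blocker; higher means less fluorescent Bim peptide bound to Bcl-W beads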
Target sequence (Q92843 whole entry, looked up): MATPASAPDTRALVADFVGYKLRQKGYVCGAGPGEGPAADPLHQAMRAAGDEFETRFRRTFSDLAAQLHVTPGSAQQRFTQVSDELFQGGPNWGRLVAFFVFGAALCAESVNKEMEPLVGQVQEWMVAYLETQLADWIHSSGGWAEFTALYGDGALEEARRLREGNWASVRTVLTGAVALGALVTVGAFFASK
Bim-Bcl-2: inhibitors of Bim-Bcl-2 binding, primary screen, biochemical, multiplexed, human Bcl-2 family | Apoptosis regulator Bcl-2 (Homo sapiens), P10415 | Bead-based flow cytometry, Bim peptide-Bcl-2 binding | inhibition, % at 10 µM | 190,000 tested, 0.06% active | AID 950, 2007; in the data active = inhibition above about 40%; inconclusive = no clear call, values can overlap the other calls;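 also: 0% = no compound wells with probe peptide and 100% = reference peptide inhibitor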
Target sequence (P10415 whole entry, looked up): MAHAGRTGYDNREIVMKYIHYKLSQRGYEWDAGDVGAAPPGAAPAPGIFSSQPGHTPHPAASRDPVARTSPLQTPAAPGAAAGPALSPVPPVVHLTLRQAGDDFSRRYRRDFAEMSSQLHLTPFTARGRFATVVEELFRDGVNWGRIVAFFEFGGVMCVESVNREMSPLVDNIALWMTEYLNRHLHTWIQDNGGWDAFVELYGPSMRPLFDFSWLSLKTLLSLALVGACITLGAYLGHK
Bim-Bfl-1: inhibitors of Bim binding to Bfl-1, primary screen, biochemical, multiplexed, bead-based flow cytometry. Bcl-2-related protein A1 (Homo sapiens), Q16548. Bim-Bfl-1 binding inhibition. inhibition, % at 10 µM. 190,000 tested, 0.12% active. AID 1008, 2008;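 also: 0% = wells without compound plus tracer and 100% = blocker peptide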
ABCG2 inh: ABCG2 efflux pump inhibitors, primary screen, multiplex with ABCB1, IgMXP3 cells, flow cytometry; Broad substrate specificity ATP-binding cassette transporter ABCG2 (Homo sapiens), Q9UNQ0; JC-1 efflux; inhibition, % at 6.6 µM; 190,000 tested, 0.1% active; AID 1325, 2008;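 active = inhibition above 80%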;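 also: 0% = DMSO and 100% = nicardipine control wells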
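Read-out basis: Efflux inhibition in percent versus controls | Test system: ABCG2 IgMXP3 and barcoded ABCB1 CCRF-Adr cell mix | Quantity: 3 million cells/mL in well | Schedule: 10 min at 25 °C | Control set: Nicardipine as high control, DMSO as low control | Reagent: JC-1 as fluorescent efflux pump substrate | Signal: Flow cytometry of retained JC-1 fluorescence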
An asterisk follows results filed as active; ? = inconclusive. Rule as the data show it, unless noted: active = inhibition above about 40%.

SMILES	RGS4-Gao reg	GSH bead fluor	RGS7-Gao reg	ABCB1 inh	Avidin fluor	Bcl-XL Bim block	Bcl-B Bim block	Bcl-W Bim block	Bim-Bcl-2	Bim-Bfl-1	ABCG2 inh
Cc1ccc(CN2CCN(Cc3ccncc3)CC2CCO)o1 (stereo unspecified)	99	16	97	3.2	2	-5	-9	-4	-3	-6	7
COc1ccc(-n2c(=O)c3ccccc3n(CC(=O)c3ccccc3)c2=O)cc1OC	93	20	97	0.8	6	-5	-4	-1	-1	-4	2
COc1cc(OC)c(C2CC(=O)N3CN(c4ccccc4)CSC3=C2C#N)cc1OC (stereo unspecified)	95	11	107	0.3	7	-6	-29	1	-6	13	7
Cc1cc(OCCCn2ccnc2)ccc1C(C)C	102	4	96	-0.1	14	-2	-5	-2	0	0	5
CCCNC(=O)NCCC12CC3CC(CC(C3)C1)C2	99	13	94	0.4	10	-3	-5	-1	-4	-6	3
O=C(CCc1nc2ccccc2[nH]1)Nc1ccc2c(c1)OCCO2	97	13	98	-0.2	4	-7	-4	-3	-1	1	2
O=C1CCC(=O)N1c1cccc(OS(=O)(=O)c2ccccc2)c1	105	11	101	0.4	6	-1	-4	-3	-1	-1	4
CCOC(=O)c1nnc(-c2cccs2)nc1NC(C)C	101	24	102	2.9	27	2	-1	0	-6	-1	21
CCCN(Cc1nnc(-c2ccccc2Cl)o1)C(=O)c1cc([N+](=O)[O-])cc([N+](=O)[O-])c1	102	20	108	3.4	7	-3	-5	-3	-2	-4	22
CCNC(=S)NS(=O)(=O)c1ccc(F)cc1	100	23	100	0.2	9	-6	-6	-1	-2	-4	1
O=C(Cn1nc(C(=O)O)c2ccccc2c1=O)NC12CC3CC(CC(C3)C1)C2	103	11	?	-0.2	11	-3	-2	-1	-3	-4	4
CC1CCCC(NC(=O)C2CCCN2S(=O)(=O)c2cccc3nsnc23)C1C (stereo unspecified)	103	13	103	0.8	7	-5	-1	-2	-6	-6	1
O=C(CSc1nnc(NC(=O)c2ccco2)s1)Nc1ccccc1	99	14	?	-0.1	8	-1	-3	-5	-1	-5	2
Cc1cc(C)n(C(=O)CNC(=O)COc2ccccc2)n1	108	12	105	0.6	17	0	-5	0	-2	-1	2
Cc1nc(NC(=O)CSc2cc(C)c3ccccc3n2)c(Cl)cc1Cl	102	11	100	0.3	9	-9	-9	-5	-1	-4	2
O=C(COC(=O)c1ccco1)Nc1ccccc1[N+](=O)[O-]	99	61	102	-0.1	25	-1	-3	-3	-3	-11	2
Cc1cc(C)n2ncnc2n1	99	32	96	-1.8	16	-7	-14	-2	-11	-17	-5
COc1ccc(NC(=O)COc2ccc(C)cc2)c([N+](=O)[O-])c1	103	13	104	1.4	9	-2	-4	-3	-5	-5	5
Cc1ccccc1NC(=O)c1c(C)[nH]c(=S)c(C#N)c1-c1ccco1	100	12	96	-1.7	3	-10	-4	-12	2	-2	-12
O=C1NC(=O)/C(=C\c2ccccc2OCc2ccc([N+](=O)[O-])cc2)N1	108	5	105	1.0	16	-6	-5	-3	-5	-5	20
CCn1cc(C(=O)O)c(=O)c2cc(F)c(N3CCN(C(=S)NC(=O)c4ccc(F)c(F)c4)CC3)cc21	101	9	96	0.0	9	0	-10	-3	-3	0	0
Cc1cc(-n2nnc3ccccc32)nc2ccccc12	102	34	101	0.7	15	-6	-5	-2	-7	-18	52
CC1(C)Oc2ccc3ccc(=O)oc3c2/C(=C/Nc2ccccc2)C1=O	104	23	104	2.5	30	-5	-12	0	-13	-15	59
CCOC(=O)c1ccccc1NC(=S)N1CCC(C)CC1	103	7	105	0.1	3	-4	-3	1	1	0	0
CSc1ncccc1C(=O)Nc1ccc(F)c(F)c1F	104	22	104	-0.3	23	-3	-5	2	2	0	0
CCOC(=O)C1CCN(C(=O)c2c(-c3c(F)cccc3Cl)noc2C)CC1	102	27	103	2.2	21	-13	-13	-3	-12	-22	3
COc1ccc(CCNC(=O)CSc2nnc(Cc3cccn3C)n2C)cc1OC	100	19	104	-0.2	10	1	0	1	-2	-2	-3
Cn1cnnc1SCC(=O)NN(c1ccccc1)c1ccccc1	99	7	99	0.6	3	0	-4	-1	1	1	0
Cc1cc(NC(=O)CSc2nnc(Cn3c(=O)sc4ccccc43)n2-c2ccccc2C)no1	103	16	99	1.3	23	-8	-12	-6	-5	-11	3
CCOC(=O)c1ccc(S(=O)(=O)NC2CCCCCCC2)n1C	103	36	104	0.6	11	-15	-9	-3	-6	-11	4
OC(COc1ccc(OCC(O)CN2CCCCCC2)cc1)CN1CCCCCC1 (stereo unspecified)	101	14	94	0.0	8	-6	-6	-2	-7	-7	-3
O=C1CC(c2ccc3c(c2)OCO3)Sc2nc3ccccc3n21 (stereo unspecified)	102	17	102	0.4	15	-1	-4	-2	-5	-2	2
OCCNc1nc(Nc2ccccc2)nc(Nc2ccccc2)n1	101	19	102	0.6	5	1	1	0	-2	2	15
O=C(O)C1CCCCC1C(=O)NCCc1cccc(Cl)c1 (stereo unspecified)	99	36	97	-1.5	14	-1	-6	0	-7	-17	-2
Cc1ccc(-n2c(CNc3ccc(F)cc3)nnc2SCC(=O)N2CCCC2)cc1	99	15	100	0.1	8	0	2	0	0	0	0
CC(C)CNC(=O)CSc1nnc(-c2ccc(Cl)cc2)n1N	102	14	?	-0.4	7	0	-5	-2	-4	-2	-1
COc1ccc(CN2CC34C=CC(O3)C(C(=O)O)C4C2=O)cc1 (stereo unspecified)	100	25	101	1.2	8	1	-5	4	-4	9	5
CCCc1cc(=O)[nH]c(SCC(=O)N(CC(C)C)C2CCS(=O)(=O)C2)n1 (stereo unspecified)	100	23	103	0.4	16	0	1	-1	0	0	1
CNc1ccc(/C=C(\CCC(=O)O)c2nc3ccccc3s2)cc1[N+](=O)[O-]	101	9	102	0.1	6	-1	2	-1	-1	0	2
C#CCn1cc[n+](CC(=O)N(C)C)c1	103	13	99	0.6	9	-1	-4	5	-9	-9	3
CCN(CC)S(=O)(=O)c1ccc(NC(=O)Cn2c(=O)sc3ccccc32)cc1	109	32	103	1.0	12	2	-10	2	-12	-16	4
Fc1ccc(CCNC(=S)Nc2ccc(F)cc2)cc1	105	12	102	0.2	12	-7	-9	-6	-7	-8	7
Cn1nc(-c2ccc(N3CCN(CCO)CC3)c([N+](=O)[O-])c2)c2ccccc2c1=O	103	19	100	0.6	10	-2	-4	-2	-2	-7	3
CC(C)CCNC(=O)CCn1nc(-c2ccccc2)ccc1=O	99	31	105	0.8	15	-3	-14	0	-11	-12	3
COC(=O)c1c(C(=O)OC)c2n(c1C)Cc1ccccc1C2	100	24	99	-0.1	16	-4	-7	0	-9	-11	2
O=C(CCCSc1nc2ccccc2[nH]1)NCc1ccccc1Cl	103	16	99	1.4	7	-5	-11	-3	-6	-16	24
COc1ccccc1/C=C/C=N/n1c(COc2ccccc2)n[nH]c1=S	113	21	118	-0.4	10	-6	-8	-4	0	-3	-1
COc1cc2c(C(=O)OCCN(C)C)c(CSc3ccccc3)n(C)c2cc1Br	105	10	101	5.2	13	-2	0	0	1	-3	15
O=P(c1ccccc1)(c1ccccc1)C(O)c1ccncc1 (stereo unspecified)	107	12	103	0.3	24	1	0	1	2	-1	1
N/C(Cc1ccc([N+](=O)[O-])cc1)=N\OC(=O)c1ccc([N+](=O)[O-])cc1	102	11	101	0.2	16	0	-3	0	0	0	4
O=C(CC12CC3CC(CC(C3)C1)C2)Nc1cccc2ncccc12	99	28	96	0.4	11	-14	-11	-4	-8	-12	4
O=C(CC(=O)N/N=C\c1c(Cl)cccc1Cl)NCc1ccccc1	103	10	101	1.3	25	0	0	3	0	-4	13
CC1CCCN(CC(=O)N2c3ccccc3Sc3ccccc32)C1 (stereo unspecified)	98	13	99	0.0	12	-4	-3	0	-2	-4	-1
CC(C)Nc1nnc(SCC(=O)Nc2ccc3c(c2)C(=O)c2ccccc2C3=O)s1	100	5	101	-1.0	13	9	-14	7	0	1	-12
Cc1cccc(NC(=O)c2sc(Cl)nc2C)c1C	100	16	106	1.0	17	-7	-8	-3	-6	-13	11
CCc1ccc(N(CC(=O)Nc2ccc(OC)cc2OC)S(C)(=O)=O)cc1	100	14	100	0.8	26	0	-7	2	-1	-6	7
N#CC(c1ccc(Cl)cc1)c1ncc(C(F)(F)F)cc1Cl (stereo unspecified)	102	25	101	1.1	27	1	-2	0	-2	-1	3
O=C(O)CCCC(=O)NS(=O)(=O)c1ccc(Cl)cc1	82	12	84	0.4	6	2	-4	6	-14	-13	1
O=C1CC(c2ccccc2)CC(O)=C1C=NCC1CCCO1 (stereo unspecified)	97	15	102	1.1	26	-5	-8	-3	-8	-11	5
CCS(=O)(=O)Nc1c(C)n(C)n(-c2ccccc2)c1=O	111	13	99	1.3	13	0	-1	-2	-3	0	3

Going on with the list.
SMILES	RGS4-Gao reg	GSH bead fluor	RGS7-Gao reg	ABCB1 inh	Avidin fluor	Bcl-XL Bim block	Bcl-B Bim block	Bcl-W Bim block	Bim-Bcl-2	Bim-Bfl-1	ABCG2 inh
Cc1ccc(C)c(NC(=O)c2ccccn2)c1	101	24	101	0.2	18	-3	-8	-1	-6	-13	3
CC1(C)C(=O)C2(CCCCC2)C(=O)OC1c1cccc([N+](=O)[O-])c1 (stereo unspecified)	103	21	101	0.3	15	-11	-11	-8	-6	-12	1
CC(C)CC(=O)N/C(N)=N/c1nc2ccccc2s1	98	54	97	0.0	11	-13	-1	1	-7	-9	1
O=C(CSc1nnc(-c2ccccc2)n1C1CCCCC1)N1CCCC1	104	30	106	1.5	9	4	3	2	-1	2	6
COc1ccc(Nc2ccc(C(=O)O)cc2[N+](=O)[O-])cc1	99	16	95	0.4	16	-7	-9	-3	-1	-10	8
CCOC(=O)c1cc2sc(C)cc2n1CC(=O)N(CC)CC	103	11	104	0.0	35	0	-3	-1	-1	0	0
Cc1ccc(CCNC(=O)C23CN(Cc4ccccc4)CC2C(c2ccc([N+](=O)[O-])cc2)=NO3)cc1 (stereo unspecified)	94	23	89	0.4	17	-1	1	1	0	1	0
